# Assay outcomes: PubChem BioAssay, National Center for Advancing Translational Sciences (NCATS)
# p53 reactivation – re-activators of mutant p53; H1299 p53-A138V BP100-luciferase reporter, luminescence, 24 h; Potency, µM (series often up to 92.2 µM), without a hit: at the top dose activity change, positive = activation, usual class: activators; hit rate 0.063% among 320,000; note: % of control where 0% means no effect; nearly all actives have a fitted effect of over 45% in size
#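 H1299 (p53-null), stable ts p53-A138V + BP100-Luc; 1000 cells/well, Opti-MEM/10% FBS; cpd 4 pt, 1:5; 24 h, 37 deg C, 5% CO2; detection reagent 10 min RT; luminescence.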
# uPA generation – cell surface uPA generation inhibition; Potency, µM (titrated, usually from 38.3 µM), without a hit: top-dose activity change, negative = inhibition, usual class: inhibitors; hit rate 0.31% among 330,000; cell surface uPA generation assay, qHTS; active = well fitted inhibition curve with a large enough effect; inconclusive = small, poorly fitted or top-dose-only effect; inactive = no such curve, though single readings can be large or run the other way; tested in mouse RAW 264.7 cells; note: % is set by controls: 0 for no effect and ±100 for the full control effect; nearly all actives have a fitted effect of over 55% in size
# MBNL1 CUG block – blocks human MBNL1 binding to CUG repeat RNA; Potency, µM (top dose mostly 57.5 µM), without a hit: top-dose activity change, negative = inhibition, usual class: inhibitors; hit rate 0.036% among 280,000; Q9NR56; TR-FRET MBNL1-His/biotin-(CUG)12 binding, 665/545 ratio; active = well fitted inhibition curve with a large enough effect in the signal ratio, with a control signal flat, not every such curve was filed as active; inconclusive = small, poorly fitted or top-dose-only effect, or effect the other way, or a change in a side signal; inactive = no such curve, though single readings can be large or run the other way; the % refers to the signal ratio; note: % is set by controls: 0 for no effect and ±100 for the full control effect
# Target sequence (Q9NR56 whole entry, looked up): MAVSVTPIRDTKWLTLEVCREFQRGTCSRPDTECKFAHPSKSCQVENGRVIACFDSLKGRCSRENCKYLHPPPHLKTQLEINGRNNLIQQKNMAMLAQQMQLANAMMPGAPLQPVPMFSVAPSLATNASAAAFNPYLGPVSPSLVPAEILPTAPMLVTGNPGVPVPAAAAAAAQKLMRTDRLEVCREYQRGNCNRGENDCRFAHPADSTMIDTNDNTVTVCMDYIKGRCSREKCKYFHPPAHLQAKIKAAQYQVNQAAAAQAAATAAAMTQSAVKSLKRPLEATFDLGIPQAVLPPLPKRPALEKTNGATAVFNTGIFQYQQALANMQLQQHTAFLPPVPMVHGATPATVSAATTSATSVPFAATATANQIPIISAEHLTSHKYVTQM
#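 MBNL1-His + Biotin-(CUG)12, cpd titration 92 nM–58 uM; Tb anti-His Ab 0.055 ng/ul, SA-XL665 5 nM (final); 60 min RT; ratiometric 665/545 nm, Ex 340 nm; normalized to buffer and full-complex controls.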
# Rab9 promoter act – activates the Rab9 promoter | Huh7 Rab9 promoter-luciferase reporter, luminescence, 24 h | Potency, µM (titrated, usually from 9.22 µM), inactives show at the highest dose activation, negative = inhibition, most hits filed as activators | hit rate 2.8% among 320,000 | AID 485297; note: % of control where 0% means no effect; nearly all actives have a fitted effect of over 60% in size
#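 Luminescence from Amplite-detected luciferase (10 minutes, ambient) reports Rab9 promoter activation. Before that, stable Rab9-luciferase Huh7 cells (1500/well, reduced-serum OP-MEM I plus 10% FBS) were exposed to compound for 24 hours at 37C.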
# RORgamma inh – blocks mouse ROR gamma transcriptional activity. P51450. Drosophila S2 Gal4-RORgamma UAS-luciferase reporter, 20 h. Potency, µM (highest dose often 53.6 µM), without a hit: at the highest dose activity change, negative = inhibition, actives largely listed as inhibitors. hit rate 5.4% among 310,000. AID 2551; note: % is set by controls: 0 for no effect and ±100 for the full control effect; nearly all actives have a fitted effect of over 60% in size
#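 Schneider cells (Drosophila), stable Gal4 DBD–ROR gamma + UAS-luc; 1 hr cmpd preincubation; Cu2+ induction 700 uM final; 20 hr ambient; luminescence.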
# BRCA1 expr act – activators of BRCA1 expression | MCF7-BRCA1-FFLuc reporter, luminescence, 48 h; response scale: scaled: vehicle 0%, 10 µM genistein 100% | Potency, µM (doses to about 46.1 µM), for inactives: at the top dose activation, most hits filed as activators | hit rate 1.1% among 380,000 | AID 624202; note: nearly all actives have a fitted effect of over 80% in size; some results filed as inactive show a strong effect at the top dose
#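 MCF7-BRCA1-FFLuc, 2000 cells/well; 2 h attach, 37 °C/5% CO2; compound 48 h; luciferase substrate 15 min; luminescence end-point. Norm. to genistein 10 microM max activation and DMSO; concentration-response curves fitted.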
# NPC1 prom act – NPC1 promoter activation | hit rate 2.4% among 320,000 | Huh7 NPC1 promoter luciferase reporter, 24 h | Potency, µM (doses to about 9.22 µM), for the others: at the top dose activation, usual class: activators | AID 485313;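 note: % of control where 0% means no effect; nearly all actives have a fitted effect of over 60% in size; reporter is driven by a mutant NPC1 promoter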
#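 NPC1 promoter–luciferase Huh7 cells; 24 h compound; luminescence.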
# FLuc counter – firefly luciferase modulation, counter-screen for miR-21 project | Potency, µM (series often up to 57.5 µM), for the others: at the highest dose activity change, negative = inhibition, most hits filed as inhibitors | hit rate 6.9% among 360,000 | purified FLuc, Km substrates, luminescence inhibition | AID 588342 | P08659;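 note: plate controls were vehicle for no effect and reference inhibitor for full effect; nearly all actives have a fitted effect of over 55% in size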
# Target sequence (P08659 whole entry, looked up): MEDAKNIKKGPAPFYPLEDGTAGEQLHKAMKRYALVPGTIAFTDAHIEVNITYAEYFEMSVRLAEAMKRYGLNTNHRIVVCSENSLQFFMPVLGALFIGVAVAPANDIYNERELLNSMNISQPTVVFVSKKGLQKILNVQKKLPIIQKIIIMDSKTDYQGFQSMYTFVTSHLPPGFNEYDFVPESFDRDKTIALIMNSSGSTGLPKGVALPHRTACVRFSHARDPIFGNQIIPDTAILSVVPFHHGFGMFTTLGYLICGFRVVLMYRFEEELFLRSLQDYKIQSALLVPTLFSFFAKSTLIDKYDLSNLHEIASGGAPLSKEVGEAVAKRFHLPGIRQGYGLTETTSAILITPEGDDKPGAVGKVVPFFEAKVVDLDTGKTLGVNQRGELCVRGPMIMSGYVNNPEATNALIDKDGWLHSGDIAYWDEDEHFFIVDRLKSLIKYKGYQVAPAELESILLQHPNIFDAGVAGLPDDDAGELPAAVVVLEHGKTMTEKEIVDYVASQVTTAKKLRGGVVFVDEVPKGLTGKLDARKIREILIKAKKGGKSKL
#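 Biochemical qHTS of compounds, final roughly 60 µM downward over six points, against 10 nM purified firefly luciferase using Km concentrations of substrates (10 uM D-luciferin, 10 uM ATP) in Tris acetate pH 7.5 buffer; luminescence output.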
# ELG1 genotoxic – genotoxicity induction in ELG1-luciferase HEK293T cells; Potency, µM (top dose mostly 46 µM), inactives show at the highest dose activity change, positive = activation, usual class: activators; AID 504466; hit rate 1.3% among 330,000; HEK293T ELG1-luciferase reporter, luminescence, 16 h; note: % of control where 0% means no effect; nearly all actives have a fitted effect of over 60% in size
#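 HEK293T cells expressing luciferase-tagged ELG1 were exposed to compound or DMSO vehicle for 16 hr at 37 °C and 5% CO2. Luciferase activity was then measured with ONE-Glo after 30 min at room temperature.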
# VP16 counter – Gal4-VP16 reporter inhibition counter-screen. Drosophila S2 Gal4-VP16 UAS-luciferase, luminescence, 20 h. Potency, µM (doses to about 53.6 µM), for the others: at the top dose activity, negative = inhibition, usual class: inhibitors. hit rate 3.5% among 310,000;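 note: Gal4-VP16 expression switched on by copper sulfate through the metallothionein promoter; % is set by controls: 0 for no effect and ±100 for the full control effect; nearly all actives have a fitted effect of over 50% in size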
# * marks the source's active call; other numbers are inactive results; ? = inconclusive; . = not tested or not shown; & = joins results of further samples; [ ] = remark or other dose. Unless noted, calls come from the whole dose curve; as a rule, active = well fitted curve in the direction sought with a large enough effect; inconclusive = small, poorly fitted or top-dose-only effect, or another doubt; inactive = no such curve, though single readings can be large; an effect the other way counts as inactive or inconclusive. Potency is the fitted concentration of half-maximal effect.
smiles	p53 reactivation	uPA generation	MBNL1 CUG block	Rab9 promoter act	RORgamma inh	BRCA1 expr act	NPC1 prom act	FLuc counter	ELG1 genotoxic	VP16 counter
C/C(=N\NC(=O)c1ccc(F)cc1)c1cccc(NC(=O)c2cccc(F)c2)c1	13%	6%	-3%	5%	5%	52%	5%	-18%	-8%	20%
Cc1ccc(C)c(S(=O)(=O)N2CCN(C(=O)c3cc(-c4cccs4)nn3-c3ccccc3)CC2)c1	-1%	7%	.	-4%	.	-66%	1%	5%	-31%[inhibitor]	.
CCCNC(=O)c1ccccc1NC(=O)c1ccccc1SC	-3%	14%	-3%	-6%	?	-26%	-3%	-1%	-8%	1%
O=C(NCC(c1ccc(F)cc1)N1CCOCC1)c1ccc(C(=O)c2ccccc2)cc1 (stereo not given)	-5%	1%	8%	-6%	-2%	-14%	-12%	-2%	-1%	0%
O=S(=O)(c1ccccc1C(F)(F)F)N1CCN(c2ncnc3sccc23)CC1	-6%	-11%	.	.	.	-62%	.	.	-9%	.
O=C(Nc1ccc(Cl)cc1C(F)(F)F)c1ccc(Cl)cc1	2%	3%	10%	?	2%	47%	19%	0%	6%	18%
COCCSc1nnc(NC(=O)CCS(=O)(=O)c2ccccc2)s1	-16%	-3%	0%	4%	0%	-34%	2%	1%	-1%	-6%
CSCC[C@@H](CO)NC(=O)c1ccc2nc(C3CCCCC3)oc2c1	.	?	6%	-2%	-12%	0%	-2%	1%	2%	1%
CSc1ccc(CN(C)C(=O)c2cccc(S(=O)(=O)NCc3ccccc3)c2)cc1	-1%	0%	-7%	0%	22%	-9%	4%	3%	-10%	-6%
CN1CCN(Cc2c(O)ccc3c2oc(=O)c2ccccc23)CC1	1%	1%	6%	-1%	-28%	57%	6%	-14%	10%	2%
COc1ccc(/C=N/Nc2nc3ccccc3[nH]2)c(OC)c1OC	?	-1%	.	?	13µM*	?	?	1.5µM*	?	-25%
Nc1cc(=O)n(Cc2ccccc2)c(=O)n1-c1ccc(F)cc1	-2%	-21%	.	1%	32%	13%	-1%	1%	-2%	-1%
Cn1c(C(=O)O)c(CC(=O)NCc2cccnc2)c2ccccc21	-2%	1%	-3%	5%	-8%	-18%	-1%	3%	1%	-18%
Cc1ccc(C(=O)NCC(c2ccco2)N2CCc3ccccc3C2)cc1 (stereo not given)	1%	-1%	.	-4%	.	0%	-2%	-7%	26%	.
COc1ccc(NC(=S)Nc2ccccn2)cc1	16%	-6%	-3%	2.5µM*	2.8µM*	4µM*	3.2µM*	13µM*	?	7.1µM*
CCc1cc(=O)oc2cc(C)c3c(C)coc3c12	-5%	-2%	-6%	0%	-18%	55%	0%	0%	-1%	7%
O=C(NCc1cccnc1)C1CC(c2cccc(Br)c2)=NO1 (stereo not given)	.	?	-3%	-2%	9%	-38%	0%	4%	3%	2%
C=CCn1c(Cc2ccccc2)nc2c(cnn2-c2ccccc2)c1=O	-1%	-8%	5%	-9%	31%	-68%	-1%	-11%	-8%	-1%
COc1ccc(NC(=O)C2CCCN(S(=O)(=O)c3ccc4[nH]c(=O)ccc4c3)C2)cc1OC (stereo not given)	11%	0%	43%[activator]	-1%	-6%	-1%	-1%	3%&-1%	3%	-2%
Cc1cnc(C(=O)OCC(=O)Nc2ccc(Oc3ccccc3)cc2)cn1	-14%	0%	3%	7%	40%	19%	-3%	-10%	0%	-8%
COc1ccc(S(=O)(=O)NC2CC(C)(C)NC(C)(C)C2)cc1	3%	-8%	-3%	-7%	-2%	-4%	-4%	2%	1%	-7%
Cc1nc2ccccc2[nH]c1=O	-2%	10%	15%	0%	-13%	7%	-6%	-3%	4%	3%
CC(C)COc1ccc(C(=O)N2C(=O)c3ccc(N)cc3C2=O)cc1	-2%	0%	.	-3%	-2%	0%	-1%	-10%	0%	-9%
Cc1ccccc1NC(=O)Cc1nc(COC(=O)c2ccc(NC(N)=O)cc2)cs1	-5%	3%	.	.	.	-21%	.	.	0%	.
COc1ccc(OCC(=O)Nc2ccc(C(=O)Nc3ccccc3C(=O)O)cc2)cc1	25%	-19%	-12%	18%	-35%	67%	21%	?	4%	-12%
CCOC1Cc2ccccc2N(C(N)=O)c2ccccc21 (stereo not given)	0%	0%	5%	17%	0%	15%	2%	6%	3%	-1%
S=C(NCCCN1CCOCC1)Nc1ccc(Cl)cc1Cl	-5%	-2%	.	-1%	-13%	-20%	-4%	4%	-2%	-3%
COC(=O)c1c(-c2cccc(C)c2)csc1N	1%	0%	-2%	-1%	-11%	-24%	-1%	4%[2.3 µM]	-7%	1%
CCCOc1ccc(C(F)(F)F)cc1NS(=O)(=O)c1ccc(Cl)nc1	-6%	1%	.	-8%	.	-39%	-2%	3%	-5%	.
COc1ccccc1CN1CCN(Cc2nc(-c3ccccc3)no2)CC1	12%	2%	-16%	0%	-4%	59%	-8%	?	3%	-16%

# Three compounds already listed, ordered by their value in BRCA1 expr act, descending:
compound	BRCA1 expr act
CC(C)COc1ccc(C(=O)N2C(=O)c3ccc(N)cc3C2=O)cc1	0%
COc1ccc(S(=O)(=O)NC2CC(C)(C)NC(C)(C)C2)cc1	-4%
COCCSc1nnc(NC(=O)CCS(=O)(=O)c2ccccc2)s1	-34%

# Following part:
canonical_smiles,p53 reactivation,uPA generation,MBNL1 CUG block,Rab9 promoter act,RORgamma inh,BRCA1 expr act,NPC1 prom act,FLuc counter,ELG1 genotoxic,VP16 counter
C[C@@H](CN1CCC[C@H]1CN1C(N)=NC[C@@H]1Cc1ccccc1)N1C[C@@H](Cc2ccccc2)N(CCCC2CCCC2)C1=N,-4%,-6%,.,.,.,-5%,.,.,0%,.
CCOC(=O)C1CCN(C(=O)CN(c2cccc(OC)c2)S(=O)(=O)c2ccccc2)CC1,4%,1%,-1%,1%,-16%,-5%,-2%,0%,1%,1%
O=C(N/N=C/c1ccccc1O)/C(=C/c1ccccc1)CCO,?,-10%,?,-24%,1.1µM*,-85%,-35%[inhibitor],?,?,1.1µM*
OCCCc1nc2n(n1)C(c1ccccc1)C=C(c1ccc(F)cc1)N2 (stereo not given),-2%,.,12%,-4%,26%,-1%,-6%,2%,1%,0%
O=C(NCc1ccccc1)c1cccc(COc2cc(Cl)ccc2Cl)c1,?,-2%,?,3.2µM*,?,45%,2.5µM*,?,?,?
CCOc1ccc(NC(=O)CSc2nncn2C)cc1,13%,-2%,-8%,0%,6%,25%,2%,-12%,7%,-6%
CC(C)(C)c1cc(C(=O)NNC(=O)Nc2ccccc2)n(Cc2ccccc2)n1,3%,19%,.,-2%,0.063µM*,-2%,3%,6%,-7%,-40%
CCC(=O)N1CCc2cc(S(=O)(=O)CCC(=O)N3CCc4ccccc4C3)ccc21,-9%,5%,0%,-5%,42%,10%,0%,9%,2%,5%
Cc1ccc(/C=C/C(=O)c2ccc(O)cc2)cc1,11µM*,-9%,-9%,?,2µM*,0%,19%,2.1µM*,17%,7.1µM*
NC(=NCc1ccc2c(c1)OCO2)NC(=O)c1ccccc1,11%,3%,.,2%,1%,-5%,-1%,-13%,-3%,-10%
Cc1csc(SCC(=O)Nc2c(C)n(C)n(-c3ccccc3)c2=O)n1,0%,-1%,-3%,-3%,-5%,2%,-6%,1%,0%,3%
CCCCN(C(=O)c1cccc2c(=O)c(C)c(-c3ccccc3)oc12)c1ccccc1,-9%,-18%,-5%,-8%,18%,-34%,-3%,-1%,1%,-25%
COc1ccc(C(C)=O)cc1COC(=O)c1ccc(OCc2c(C)noc2C)cc1,0%,-4%,1%,6%,?,-2%,7%,2%,14%,?

# Entries of single compounds as entered above. Screens in order: p53 reactivation	uPA generation	MBNL1 CUG block	Rab9 promoter act	RORgamma inh	BRCA1 expr act	NPC1 prom act	FLuc counter	ELG1 genotoxic	VP16 counter
# `COCCSc1nnc(NC(=O)CCS(=O)(=O)c2ccccc2)s1` across the screens: -16%	-3%	0%	4%	0%	-34%	2%	1%	-1%	-6%
# `CCCCN(C(=O)c1cccc2c(=O)c(C)c(-c3ccccc3)oc12)c1ccccc1` across the screens: -9%	-18%	-5%	-8%	18%	-34%	-3%	-1%	1%	-25%
# `CCCNC(=O)c1ccccc1NC(=O)c1ccccc1SC` across the screens: -3%	14%	-3%	-6%	?	-26%	-3%	-1%	-8%	1%
